IL-1B inflam inh – inflammasome signaling inhibition, IL-1 beta readout. activity change, % at 57.5 µM. THP-1 LPS/ATP IL-1B secretion, AlphaLISA, 16 h; active compounds read low. AID 743279. actives 4.7% (n = 360,000); in the data active = activity change below about -50%; inconclusive = mostly about -30% to -49%; also: % is scaled to controls: 0 for no effect and ±100 for the full control effect
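Secreted IL-1B measured by AlphaLISA bead assay after 16 h compound exposure of THP-1 cells; compounds (final up to 57.5 uM) added 1 h before LPS (250 ng/mL) and ATP (1.25 mM) stimulation; lower signal means less secretion.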
KB-3-1 tox – KB-3-1 parental cell cytotoxicity; KB-3-1 viability, CellTiter-Glo ATP luminescence, 72 h; Potency, µM (titrated, usually from 46.1 µM), without a hit: at the top dose activity change, negative = cytotoxic, most hits filed as cytotoxic; actives 1.4% (n = 400,000); AID 1347075; also: potency is read from the fitted curve at half-maximal effect; % is scaled to controls: 0 for no effect and ±100 for the full control effect; nearly all actives have a fitted effect of over 60% in size
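Luminescent ATP read-out (CellTiter-Glo) measures survival of drug-naive KB-3-1 cells after 72 h compound exposure at 37 °C. Titration series was screened from lowest to highest concentration, with DMSO vehicle plates as background controls.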
HT1080 IDH1KD tx – kills HT-1080 cells with IDH1 knockdown; HT-1080 IDH1 knockdown viability, ATP luminescence, 48 h; Potency, µM (series often up to 46.1 µM), without a hit: at the top dose activity, negative = toxicity, usual class: cytotoxic; actives 2% (n = 360,000); AID 686971;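 also: potency is read from the fitted curve at half-maximal effect; 0% = DMSO wells and -100% = cell-free medium wells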
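HT-1080-IDH1KD cells (IDH1 knocked down), 750/well in RPMI with 5% FBS, treated with compound 48 h at 37 degrees C. Viability by CellTiter-Glo luminescence, normalised to DMSO and no-cell wells; concentration-response curves classed.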
SW480 rerep – DNA re-replication induction in SW480 cells; SW480 DNA re-replication, Hoechst DNA content imaging, 48 h; Potency, µM (doses to about 46.1 µM), without a hit: at the highest dose re-replication activation, most hits filed as activators; actives 1.8% (n = 340,000); also: potency is read from the fitted curve at half-maximal effect; % of control where 0% means no effect; nearly all actives have a fitted effect of over 55% in size
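Image-based DNA-content assay: after two days of treatment, nuclei were labelled with the DNA dye Hoechst and imaged, and hits were compounds raising the count of nuclei showing high fluorescence intensity.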
HT1080NT lethal – kills 2HG-producing HT-1080-NT fibrosarcoma cells; HT-1080-NT fibrosarcoma viability, CellTiter-Glo ATP luminescence, 48 h; Potency, µM (series often up to 46.1 µM), for inactives: at the highest dose activity, negative = less viability, actives largely listed as cytotoxic; actives 1.6% (n = 360,000); AID 686970;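 also: NT is the 2HG producing partner of a matched IDH1 knockdown line; potency is read from the fitted curve at half-maximal effect; 0% = DMSO-treated cells and -100% = media-only wells without cells; nearly all actives have a fitted effect of over 55% in size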
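Compounds were tested in concentration-response format on HT-1080-NT cells for 48 hours at 37 degrees C. Cell viability came from CellTiter-Glo luminescence; curves were classified by r2, response magnitude and activity.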
KB-V1 cytotox – KB-V1 MDR subline cytotoxicity; KB-V1 MDR cells viability, CellTiter-Glo, 72 h; Potency, µM (series often up to 46.1 µM), for the others: at the top dose activity change, negative = cytotoxicity, most hits filed as cytotoxic; actives 3.4% (n = 400,000); AID 1347076; also: potency is read from the fitted curve at half-maximal effect; % is scaled to controls: 0 for no effect and ±100 for the full control effect; nearly all actives have a fitted effect of over 60% in size
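Compound-treated KB-V1 multidrug-resistant cells, 72 h, 37 degrees C; viability by CellTiter-Glo. Fitted qHTS curves give the values.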
D3 ag – agonists of human D3 dopamine receptor | P35462 | D3R DiscoveRx beta-arrestin cells, luminescence, 90 min | max activation, % | actives 0.58% (n = 410,000); in the data active = max activation above about 30%; also: 0% is about no effect; mostly tested at two doses, the higher about 12 µM
Target sequence (P35462 whole entry, looked up): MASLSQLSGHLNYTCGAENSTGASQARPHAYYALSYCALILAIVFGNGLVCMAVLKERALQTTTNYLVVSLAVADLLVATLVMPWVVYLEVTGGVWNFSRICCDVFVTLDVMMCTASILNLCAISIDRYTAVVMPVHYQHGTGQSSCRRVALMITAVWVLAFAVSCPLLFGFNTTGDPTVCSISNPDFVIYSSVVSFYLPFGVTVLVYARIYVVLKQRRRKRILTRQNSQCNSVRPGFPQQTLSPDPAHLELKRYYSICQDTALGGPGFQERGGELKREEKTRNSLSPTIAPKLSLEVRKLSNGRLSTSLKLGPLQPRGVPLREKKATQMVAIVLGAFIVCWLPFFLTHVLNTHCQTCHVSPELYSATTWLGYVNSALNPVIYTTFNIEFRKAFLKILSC
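Agonist mode: compounds and dopamine controls were applied to plated cells for 90 min at 37 degrees C after an overnight attachment at 1500 cells/well. Luminescent read-out followed 30 - 60 minutes at room temperature with DiscoveRx detection reagent.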
GLP1R ag – agonists of human GLP-1 receptor; AID 624172; Potency, µM (top dose mostly 45.6 µM), inactives show top-dose activation, hits mostly activators; HEK293 GLP-1R CRE-luciferase, luminescence, 4-6 h; cells express a hypersensitive GLP-1R form; actives 0.007% (n = 380,000); also: potency is read from the fitted curve at half-maximal effect; % of control where 0% means no effect
Target sequence (P43220 whole entry, looked up): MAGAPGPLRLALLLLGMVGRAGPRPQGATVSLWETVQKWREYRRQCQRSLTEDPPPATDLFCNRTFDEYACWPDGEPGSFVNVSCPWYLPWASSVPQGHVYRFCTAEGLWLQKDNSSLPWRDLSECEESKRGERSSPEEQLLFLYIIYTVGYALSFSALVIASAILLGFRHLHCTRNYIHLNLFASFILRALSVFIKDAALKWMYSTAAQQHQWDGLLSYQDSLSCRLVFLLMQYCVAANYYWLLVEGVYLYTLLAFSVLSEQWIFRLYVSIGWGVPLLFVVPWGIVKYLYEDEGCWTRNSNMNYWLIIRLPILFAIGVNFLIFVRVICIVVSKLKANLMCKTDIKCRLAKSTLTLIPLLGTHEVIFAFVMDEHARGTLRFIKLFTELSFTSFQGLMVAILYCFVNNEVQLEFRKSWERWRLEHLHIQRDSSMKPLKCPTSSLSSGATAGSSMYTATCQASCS
DRD3 antagonist – antagonists of human D3 dopamine receptor | P35462 | D3R cells, DiscoveRx beta-arrestin luminescence, antagonist mode; active compounds read low | max response, negative = inhibition, % | actives 2.5% (n = 360,000) | AID 652054; in the data active = max response below about -50%; inconclusive = no clear call, values can overlap the other calls; also: % is scaled to controls: 0 for no effect and ±100 for the full control effect; mostly tested at two doses, the higher about 12 µM
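Cells expressing the human receptor were seeded at 1500 cells/well, incubated overnight at 37 degrees C in 5% CO2, then exposed to library compounds with dopamine controls for 90 minutes at 37 degrees C before luminescent detection.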
The depositor's hits bear a star; ? = inconclusive; . = no result given; [ ] = another dose, or the depositor's remark. Unless noted, calls follow the shape of the dose curve; as a rule, active = well fitted curve in the direction sought with a large enough effect; inconclusive = small, poorly fitted or top-dose-only effect, or another doubt; inactive = no such curve, though single readings can be large; an effect the other way counts as inactive or inconclusive. Hits appear at their usual frequency (roughly 12% active in at least one column).

mol,HT1080NT lethal,SW480 rerep,GLP1R ag,KB-3-1 tox,IL-1B inflam inh,KB-V1 cytotox,HT1080 IDH1KD tx,DRD3 antagonist,D3 ag
CC(C)OCCCNC(=O)Cn1c(-c2cccs2)cc2cc(F)ccc21,.,.,-2%,-16%,.,-20%,.,.,9
COC(=O)c1c(N)n(-c2ccc(OC)c(Cl)c2)c2nc3ccccc3nc12,.,.,-5%,0%,.,0%,.,.,6
Clc1cccc(Cc2c(-c3cccc(Br)c3)nc3c4ccccc4ccn23)c1,15%,.,15%,1%,34,?,5%,7,5
CN(c1ncc(C(F)(F)F)cc1Cl)N1C(=O)c2cccc(N)c2C1=O,-2%,1%,7%,-3%,-15,-1%,-7%,10,-4
O=C(NCc1ccc2c(c1)OCO2)c1ccc(Cl)c(S(=O)(=O)NCc2ccccc2)c1,2%,-1%,-3%,0%,-11,23µM*,-15%,4,-6
COc1ccc(CC(=O)Nc2ccc(-c3nnc(-c4ccccc4)o3)cc2)cc1OC,16%,4%,3%,-12%,15,?,12%,7,7
CC(NC(=O)CSc1ncccn1)c1ccc2c(c1)OCO2 (configuration not stated),-1%,3%,2%,-4%,-22,0%,-13%,1,-3
Nc1cccc2nc3ccccc3cc12,18µM*,-93%[inhibitor],-21%,?,23,0%,13µM*,-15,-3
COc1ccc(CC(=O)NNC(=O)c2c(-c3ccccc3Cl)noc2C)cc1OC,10%,-13%,1%,23%,14,16%,6%,14,12
O=C(Nc1ccc2c(c1)OCCO2)C1c2ccccc2OCC(=O)N1CCc1c[nH]c2ccccc12 (configuration not stated),9%,.,6%,-9%,-10,0%,0%,13,3
CC(C)Cn1c(=O)oc2ccccc21,-1%,?,0%,9%,1,5%,-3%,5,-15
CC(=O)O[C@H]1c2ccccc2-c2ccccc2[C@@H]1OC(C)=O,7%,1%,4%,9%,0,0%,-1%,4,5
COc1ccc(OC)c(NC(=O)C2(C)CCN2C(C)C)c1 (configuration not stated),?,.,10%,0%,0,1%,15%,12,10
CCOC(=O)c1cnn(-c2ccc(OC)cc2)c1C1CCN(C(=O)OC(C)(C)C)CC1,.,.,1%,-18%,.,?,.,.,3
CN(C)c1ccc(NC(=O)COC(=O)CCC(=O)c2ccc(F)cc2)cc1,0%,-16%,-9%,-3%,5,2%,-1%,-13,12
CCCS(=O)(=O)N1CCN=C1SCc1cccc(C)c1,0%,-14%,24%,5%,9,-12%,-5%,8,-3
CCN(CC)C(=O)C1CCCN(c2ccc([N+](=O)[O-])cc2)C1 (configuration not stated),-4%,-2%,-6%,-1%,-5,?,-5%,-2,-9
CC(C)COc1nc2ccccc2nc1N1CCN(C)CC1,-18%,?,15%,-4%,-13,3%,-19%,?,-5
O=C(CN1CCN(CCOCCO)CC1)N1c2ccccc2Sc2ccc(Cl)cc21,-7%,-5%,-1%,6%,-18,-10%,-3%,-14,8
Cc1cc(C)cc(C(=O)Nc2ccc(N3CCN(S(C)(=O)=O)CC3)cc2)c1,0%,-2%,-2%,-6%,-22,-3%,-1%,-6,-11

(further entries)
mol,HT1080NT lethal,SW480 rerep,GLP1R ag,KB-3-1 tox,IL-1B inflam inh,KB-V1 cytotox,HT1080 IDH1KD tx,DRD3 antagonist,D3 ag
C(=N\c1nccs1)/c1c[nH]c2ccccc12,-1%,2%,0%,14%,46,12%,-1%,7,7
COc1ccc(Cc2nnc(N/N=C/c3ccccc3O)[nH]c2=O)cc1OC,?,?,-2%,?,-100*,-20%,?,-11,3
Cc1ccc(S(=O)(=O)NC(=O)NCCc2ccccc2)cc1,3%,-11%,3%,4%,-3,0%,0%,-3,2
Clc1ccccc1OCc1nnc(-c2ccccc2)o1,-7%,-3%,15%,7%,-17,-29%,-11%,12,3
CCOC(=O)C(C(=O)Nc1cccc(C)c1)C1CCCCC1 (configuration not stated),-17%,1%,-1%,13%,5,0%,-15%,9,-1
COC(=O)C1=C(C)N(c2cccc(C(C)=O)c2)C(=O)C1,8%,-1%,2%,20%,-15,-5%,15%,-19,-4
CCC(=O)N1CCC1(C)C(=O)Nc1ccc2scnc2c1 (configuration not stated),9%,.,19%,0%,18,12%,0%,-21,3
CCC1(C)CC2(CCCN(CCC(O)(c3ccccc3)c3ccccc3)C2)CCO1 (configuration not stated),-27%,15%,0%,-17%,?,?,?,-1,0
NCC(c1ccccc1)c1c[nH]c2ccccc12 (configuration not stated),-25%,18%,4%,3%,?,17%,?,-11,2
CS(=O)(=O)c1cccc(NC(=O)c2ccc(Cl)c(Cl)c2)c1,1%,0%,6%,4%,-14,?,-7%,-19,-7
COc1ccc(C(=O)Nc2c(C)cc(C)cc2C)cc1OC,1%,?,10%,-22%,-9,-7%,0%,1,-12
COCCNC(=O)/C(C#N)=C/c1cccc(OCc2ccccc2)c1,?,?,2%,-19%,-8,1%,?,-1,-5
COc1ccc2c(c1)c1ncn(CC3CCCO3)c(=O)c1n2C (configuration not stated),5%,-24%,18%,-1%,.,-29%,4%,-1,3
CCCCC(=O)N(C)c1c(CC)nc2c(OCC(=O)C(C)(C)C)cccn12,18%,.,8%,0%,14,0%,6%,7,4
COC(=O)[C@]1(C)N[C@H](CN(C)S(=O)(=O)c2ccc(OC(F)(F)F)cc2)[C@@H]2C(=O)N(C)C(=O)[C@@H]21,7%,-19%,-2%,0%,29,0%,7%,21,4
COc1ccc(C(NC(=O)C2CCN(Cc3ccc(Oc4ccccc4)cc3)CC2)c2ccccc2C)cn1 (configuration not stated),16µM*,.,3%,-4%,?,-4%,?,-79*,-15
CCC(=O)c1cccc(-c2ccccc2)c1CC,-18%,-2%,3%,1%,-69*,-1%,-7%,-2,-6
CC1CCN(c2c(NCc3ccc(C(=O)N4CCc5ccccc54)cc3)c(=O)c2=O)CC1,5.2µM*,6.5µM*,7%,1.6µM*,110,0%,4.1µM*,-7,-5
COc1cc(C(=O)Nc2nc3ccc(C)cc3s2)ccc1OCc1c(C)noc1C,5%,-7%[9.22 µM],-5%,?,-6,?,3%,3,4
COc1ccccc1CNS(=O)(=O)c1cc(Br)cc2c1N(C(C)=O)C(C)C2 (configuration not stated),.,.,1%,-15%,.,3%,.,.,-16

Continuation:
mol,HT1080NT lethal,SW480 rerep,GLP1R ag,KB-3-1 tox,IL-1B inflam inh,KB-V1 cytotox,HT1080 IDH1KD tx,DRD3 antagonist,D3 ag
CCOC(=O)c1c(NC(=O)c2ccc(S(=O)(=O)N3CCOCC3)cc2)sc2c1CC(C)(C)NC2(C)C,-2%,-3%,-6%,16%,8,-8%,0%,2,4
COc1cc(NC(=O)CSc2nnnn2Cc2ccccc2)cc(OC)c1,-4%,?,-3%,-23%,7,?,-8%,-4,-1
CC(OC(=O)c1cccnc1)C(=O)Nc1ccc2c(c1)OCO2 (configuration not stated),1%,-37%[inhibitor],11%,-24%,10,1%,-3%,13,3
CC1(C)CC(=O)C(C=NCCN2CCN(C(=O)CC3CCCC3)CC2)=C(O)C1,7%,11%,-1%,2%,14,-5%,-1%,9,-8
CCOc1ccc(OCc2ccc(C(=O)NCC3CCCO3)o2)cc1 (configuration not stated),3%,0%,-4%,13%,17,?,0%,13,1
COc1ccc(CN2C(=O)[C@@H]3C(c4ccccc4Cl)=NO[C@@H]3C2=O)cc1,9%,-4%,-7%,-10%,5,23%,14%,-10,-8
CCOC(=O)C1CCN(C(c2cc3ccc(C)cc3[nH]c2=O)c2nnnn2C2CCCCC2)CC1 (configuration not stated),4%,13%,3%,-1%,-10,?,-4%,-14,-8
Cn1ccsc1=NC(=O)c1ccc(S(=O)(=O)C(F)F)cc1,-8%,-15%,9%,-2%,-3,1%,-11%,6,5
CCOC(=O)c1[nH]c2ccc(OC)cc2c1NC(=S)N1CCN(c2ccccn2)CC1,2%,-19%,9%,2%,13,10%,2%,11,3
Cc1ccc(CSC2=Nc3ccccc3C3=NC(CC(=O)NCc4ccco4)C(=O)N23)cc1 (configuration not stated),7%,0%,6%,-3%,2,-8%,0%,-11,-5
O=C(CC(=O)N1CCOCC1)N1CCOCC1,17%,-1%,0%,12%,13,0%,8%,2,13
CN(C)S(=O)(=O)c1cccc(C(=O)NCC(=O)NC2CCN(Cc3ccccc3)CC2)c1,17%,-2%,0%,?,19,?,13%,-8,-20
O=C(CCCOc1ccccc1)n1nnc2ccccc21,7%,-6%,-11%,-5%,-12,0%,1%,-1,2
CC1CCc2c(C(=O)Nc3ccc(OC(F)(F)F)cc3)csc2C1 (configuration not stated),-1%,.,-5%,-2%,-4,-14%,-3%,-20,17
CCc1c(C(=O)N/N=C/c2cn[nH]c2-c2ccc(F)cc2)csc1C,8%,-696%[inhibitor],0%,9%,11,-1%,8%,-20,-21
Cc1ccc(NC(=O)Cn2cc(C=O)c3ccccc32)cc1C,-2%,-1%,-4%,-20%,30,0%,-8%,-8,-7
Cn1c(Cn2c(=O)sc3ccccc32)nnc1SCC(=O)NCC1CCCO1 (configuration not stated),3%,1%,-4%,1%,1,10%,7%,1,4
CCOC(=O)N1CCN(c2ccccc2OC)CC1,21%,-11%,-1%,2%,-6,8%,24%,4,5

Screening data as filed in PubChem BioAssay.
